Mtb RmlCD inh: blocks M. tuberculosis RmlC and RmlD coupled enzymes; P9WH09+P9WH11; RmlC+RmlD coupled enzyme assay, percent inhibition; primary screen in compound mixtures; inhibition, % at 3.6 µM; hit rate 0.03% among 160,000; in the data active means inhibition mostly above about 34%, no sharp cut-off; further: some results filed as inactive read as strong as hits
Target sequence (P9WH09 whole entry, looked up): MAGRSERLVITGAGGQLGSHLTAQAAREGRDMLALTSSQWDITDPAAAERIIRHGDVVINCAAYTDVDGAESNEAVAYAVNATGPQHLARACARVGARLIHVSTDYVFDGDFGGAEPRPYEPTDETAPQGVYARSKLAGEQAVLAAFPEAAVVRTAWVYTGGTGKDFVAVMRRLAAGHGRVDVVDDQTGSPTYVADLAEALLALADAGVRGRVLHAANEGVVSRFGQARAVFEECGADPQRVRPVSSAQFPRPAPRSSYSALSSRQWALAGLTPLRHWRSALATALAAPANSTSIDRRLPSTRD
Target sequence (P9WH11 whole entry, looked up): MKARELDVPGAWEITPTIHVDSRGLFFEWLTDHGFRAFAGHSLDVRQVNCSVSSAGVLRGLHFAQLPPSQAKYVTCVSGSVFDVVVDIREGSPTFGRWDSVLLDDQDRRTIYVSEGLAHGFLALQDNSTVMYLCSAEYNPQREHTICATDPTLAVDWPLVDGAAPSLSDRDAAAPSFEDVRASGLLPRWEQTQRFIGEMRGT
M. tuberculosis GlmU: inhibition of mycobacterial GlmU enzyme – biochemical, glucosamine-1-phosphate acetyltransferase (AID 1376); M. tuberculosis GlmU acetyltransferase enzyme assay; higher % means a stronger effect; one-dose inhibition, %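 (tested at 30 µM in the primary screen)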; IC50 in µM for titrated hits; hit rate 0.25% among 220,000; in the data active means inhibition above about 13%;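 further: 0% = complete reaction with vehicle and 100% = reaction without substrate; strong numbers were not always called active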
The depositor's hits bear a star; / = no result given. The list is partial; rates above refer to the full screens.

SMILES	Mtb RmlCD inh	M. tuberculosis GlmU
O=C(Nc1cc(S(=O)(=O)N2CCCC2)ccc1OCC(F)(F)F)c1ccccc1F	/	-1.6%
CN(C)S(=O)(=O)c1ccc(C(=O)NCCSc2ccc(Br)cc2)cc1	14.1	-7.4%
Cc1cc(C)c(C(=O)/C=C/c2ccc(C(C)C)cc2)c(=O)[nH]1	-9.5	-1.0%
O=S1(=O)C=CC(N2CCOCC2)C1 (configuration not stated)	-1.4	4.5%
O=C1/C(=C/c2ccccc2)Nc2ccccc21	-9.9	/
CCOC(=O)C1=C(N)n2c(s/c(=C/c3ccco3)c2=O)=C(C(=O)OC)C1c1ccco1 (configuration not stated)	4.7	-3.2%
C/C(=N\NC(=O)c1ccncc1)c1c(O)[nH]c(=O)[nH]c1=O	/	-0.2%
CCOC(=O)C1=NN(c2ccccc2)C2C(=O)N(c3ccccc3OC)C(=O)C12 (configuration not stated)	9.7	-1.0%
CCOC(=O)C1(C)NC(c2cccs2)C2C(=O)N(c3ccc(OC)cc3)C(=O)C21 (configuration not stated)	4.6	0.9%
COc1cc(NC(=O)CSc2nccc(C)n2)c(C(=O)O)cc1OC	/	-3.5%
Cc1cccc(NC(=S)NNC(=O)c2ccc(Br)o2)c1	-7.6	4.5%
O=C(CCSCc1ccc(Cl)cc1)NCc1ccco1	2.0	2.4%
CCC(C)C(NC(=O)C(C)NC(=O)CNC(=O)OC(C)(C)C)C(N)=O (configuration not stated)	5.0	-5.0%
S=C1NCCc2ccccc2C1c1ccccc1Cl (configuration not stated)	/	0.5%
Cc1ccc(-n2c(SCC(=O)N3Cc4ccccc4CC3C(=O)O)nnc2-c2cccnc2)c(C)c1 (configuration not stated)	-8.4	6.5%
COc1ccc(CNC(=O)c2onc(C)c2Cl)cc1	8.3	-3.1%
CCOC(=O)C1=C(C)NC(=O)NC1c1ccccc1OCc1c(F)cccc1Cl (configuration not stated)	/	-4.2%
CCCOc1ccc2oc(=O)c3c(c2c1)CCCN3C(=O)CN1CCN(c2ncccn2)CC1	/	1.3%
Cc1ccc(Cn2c(NS(=O)(=O)c3ccccc3)nc3ccccc32)cc1	/	4.6%
CCC(C)(C)n1nnnc1C(c1ccc2ncccc2c1)N1CCN(c2ccc(O)cc2)CC1 (configuration not stated)	-19.1	2.2%
CC(=O)Nc1nc(C2COc3ccccc3O2)cs1 (configuration not stated)	8.4	-0.1%
N#Cc1ncc(-c2ccc3c(c2)OCCOCCOCCOCCO3)nc1C#N	-7.2	-1.9%
Cc1nonc1C(=O)N/N=C/c1ccc(O)c(O)c1	-3.8	2.4%
COc1cc2nc3c4ccccc4n(CC#N)c3nc2cc1OC	11.7	3.2%
COc1ccc(S(=O)(=O)Cc2ccc(C(=O)N3CCc4ccccc4C3)o2)cc1	2.4	-1.8%
Cc1[nH]c2ccccc2c1SCC(=O)NC1CCCCC1	6.5	2.2%
COc1cccc(CN(C)Cc2nc(Cc3ccccc3Cl)no2)c1	1.7	0.2%
COc1cccc(/C(O)=C/C(=O)C(=O)Nc2ccc(S(=O)(=O)NC(C)=O)cc2)c1	/	-1.2%
CCOc1ccc(-c2cc3cc(OC)c(OC)cc3c(C)n2)cc1	3.2	-1.9%
O=c1cc(Nc2ccc3c(c2)OCCO3)[nH]c(=O)n1C1CCCCC1	/	2.8%
CC(=O)NNc1ncnc2c1cnn2-c1ccccc1	4.9	10.9%
O=C(O)C1C(c2ccccc2)C(C(=O)Oc2ccc(O)cc2)C1c1ccccc1 (configuration not stated)	-4.8	-1.6%
CCOCCCNc1nc2nc3ccc(C)cn3c(=O)c2cc1C(=O)NCC1CCCO1 (configuration not stated)	7.2	5.3%
COc1ccc(C(=O)Nc2sc(C)c(C)c2CN2CCOCC2)cc1	/	0.6%
CCN=C(N/N=C/c1ccc([N+](=O)[O-])cc1)SC	/	0.6%
CCC1=C(OC(=O)N(CC)CC)N2C(=O)OC(=NCC3CC3)[C@]2(C)[C@H]2C1=CC[C@H]1C(=O)N(C)C(=O)[C@H]12	/	-5.4%
O=C(COc1ccc2ccccc2c1)NNC(=O)c1ccc([N+](=O)[O-])cc1	-8.8	7.0%
O=C(NNc1nc(-c2ccccc2)c2cc(Br)ccc2n1)c1ccc(S(=O)(=O)N2CCOCC2)cc1	-10.0	7.3%
Cc1ncc(CO)c(/C=N/NC(=O)c2cc(Br)ccc2O)c1O	-7.9	4.8%
CCOC(=O)CSc1nc2sc(C)c(C)c2c(=O)[nH]1	9.2	-1.5%
O=C(OCC(=O)N1CCOCC1)c1ccc[nH]c1=O	/	10.7%
Cc1ccc(/C=C/C(=O)c2ccccc(=O)c2O)cc1C	-12.8	9.3%
CCOC(=O)c1cc(=O)n2nc(-c3ccccc3F)nc2s1	-5.0	6.2%
CN1/C(=C/C(=O)c2ccc(Cl)cc2)Sc2cc3c(cc21)OCO3	-6.9	0.8%
CCOC(=O)c1c(C)nc2sc3c(=O)n(-c4ccc(OC)cc4)cnc3c2c1-c1ccc(OC)cc1	4.7	0.7%

Rewritten as labelled records: part of the list above
> O=C(NNc1nc(-c2ccccc2)c2cc(Br)ccc2n1)c1ccc(S(=O)(=O)N2CCOCC2)cc1
  Mtb RmlCD inh: -10.0	M. tuberculosis GlmU: 7.3%

> Cc1ncc(CO)c(/C=N/NC(=O)c2cc(Br)ccc2O)c1O
  Mtb RmlCD inh: -7.9	M. tuberculosis GlmU: 4.8%

> CCOC(=O)CSc1nc2sc(C)c(C)c2c(=O)[nH]1
  Mtb RmlCD inh: 9.2	M. tuberculosis GlmU: -1.5%

Further results
SMILES	Mtb RmlCD inh	M. tuberculosis GlmU
O=C1CC(c2ccc(F)cc2)CC(O)=C1C=NCCN1CCNCC1 (configuration not stated)	/	0.1%
CCN(CC)c1ccc2c(C)c(CN3CCOCC3)c(=O)oc2c1	39.5	7.9%
Cc1csc2nc(CSc3nc4ccccc4o3)c(Br)n12	/	-5.2%
CCCCC(=O)N1CCCC(C(=O)OCC)C1 (configuration not stated)	/	-1.8%
COCCn1c(C)cc(C2=NNC(=NC3CC3)SC2)c1C	-1.6	-6.7%
CC(=O)OC(C(=O)NCc1ccco1)c1ccncc1 (configuration not stated)	/	6.0%
CC(C)NC(=O)CCCc1cn(C)c2ccccc12	2.8	0.1%
CCn1cc(C(=O)NCC2CCCO2)c(=O)c2cc(F)c(N3CCN(C)CC3)cc21 (configuration not stated)	25.6	-1.9%
O=C1NCCN/C1=C\C(=O)c1ccc(F)cc1	3.6	-2.0%
N#C/C(=C\c1c(N(Cc2ccccc2)Cc2ccccc2)nc2ccccn2c1=O)C(N)=O	-0.3	1.9%
Cc1cccc(Nc2nc(N)nc(CN3CCN(c4ccccc4F)CC3)n2)c1	/	4.6%
CC(=O)C1=C(C)NC(SCC(N)=O)=C(C#N)C1c1ccco1 (configuration not stated)	6.9	2.5%
Cc1cc(C)nc(/N=C(\N)Nc2ccc(OCc3ccccc3)cc2)n1	-3.4	-7.2%
Cc1ccc(S(=O)(=O)c2nc(-c3cccs3)oc2SCC(N)=O)cc1	-4.6	2.3%
Cn1c(CCN2CCCCC2)nc2cc([N+](=O)[O-])ccc21	/	-2.7%
CCCCNCC(O)(c1ccc(Cl)cc1)c1ccc(Cl)cc1	6.4	3.3%
CCN(CC)S(=O)(=O)c1ccc(C2=NOC3(C2)N(C)c2ccccc2C3(C)C)cc1 (configuration not stated)	-0.5	-2.1%
CCCOc1ccc(OCC(=O)c2[nH]c(C)c(C(C)=O)c2C)cc1	/	4.2%
CCCCN(C)C(=O)c1nc2ccccn2c1CNCCCn1nnc2ccccc21	-16.9	0.4%
COc1ccc(-c2nn(CCC(=O)O)cc2/C=C2\SC(N)=NC2=O)cc1	/	4.5%
O=C(Nc1ccc(C(=O)O)cc1)/C(=C\C=C\c1ccccc1)NC(=O)c1ccc(Br)cc1	9.2	-3.1%
O=C1c2ccccc2C2NC(=O)C3(CCCCC3)N12 (configuration not stated)	/	-0.6%
CSc1ccc(/C=N/N2CCN(Cc3ccccc3Cl)CC2)cc1	-14.9	-2.7%
Clc1cccc(Cl)c1Cn1cnc2c(N3CCCCCC3)ncnc21	/	2.9%
CCOc1cc(CNCCCN2CCOCC2)ccc1OCC(=O)Nc1cccc2ccccc12	-10.5	1.7%
CSC1=NC(C)(C)C=C(/C=C/c2ccc(Cl)cc2Cl)N1	-2.2	1.6%
CC(C)NC(=O)C1COc2ccccc2O1 (configuration not stated)	13.3	1.9%
O=C1C2C3C=CC(C4CC34)C2C(=O)N1c1ccc2c(c1)OCO2 (configuration not stated)	16.9	-1.2%
O=C(C1Cc2ccccc2CN1C(=O)c1ccccc1)N1CCN(c2ccccc2)CC1 (configuration not stated)	-10.2	4.2%
CC(C)N1CC=C2C(C#N)=C(N)C(C#N)(C#N)[C@H](c3ccoc3)[C@H]2C1	12.3	4.5%
CCn1c(SCc2ccc(C(=O)Nc3nccs3)cc2)nnc1-c1ccc(NC(C)=O)cc1	/	-1.1%
CCCn1nnnc1-c1cccc(Cl)c1	-9.4	3.6%
CC1CCCC(NC(=O)C2CCN(S(=O)(=O)N3CCCCCC3)CC2)C1C (configuration not stated)	/	3.6%
Nc1cc(-c2ccc(Cl)cc2)nn1S(=O)(=O)c1ccccc1	-9.2	2.5%
Cc1ccc(OC(=O)C2c3ccccc3Oc3ccccc32)cc1C	/	1.1%
Cn1c(C(=O)N2CCC(C(=O)N3CCOCC3)CC2)cc2sccc21	-6.0	5.1%
Cc1cccc(NC(=S)NCc2cccn2C)c1	1.1	4.9%
CCOC(=O)c1cnn(-c2nc(-c3ccc(F)cc3)cs2)c1C(F)(F)F	-0.4	0.6%
Cc1ccc(C(=O)Nn2cnnc2)cc1[N+](=O)[O-]	/	-0.1%
Cc1cccc2c(=O)cc(C)n(CC(N)=O)c12	2.7	-3.6%
CC1CCCN(C(=O)COC(=O)c2ccc[nH]c2=O)C1 (configuration not stated)	/	-5.6%
O=C(/C(=N/N=C/c1ccc(O)c(O)c1O)c1ccccc1)c1ccccc1	/	7.5%
O=C1C(Cl)=C(NCCc2ccccc2)C(=O)N1CCc1ccccc1	/	1.5%
O=[N+]([O-])c1ccccc1SN(Cc1ccccc1)c1ccccn1	-0.5	3.5%
CCC1CCCCN1CCCNC(=O)c1cn(CC(C)C)c(=O)c2cc(OC)c(OC)cc12 (configuration not stated)	/	-5.5%
CCC1(c2ccc(Cl)cc2)NC(=S)N(c2ccccc2)N1 (configuration not stated)	23.7	4.3%
COc1ccccc1N1CCN(C(=O)c2ccncc2)CC1	/	4.7%
Cc1cc(C)cc(C(=O)NCC(=O)OCC(=O)Nc2ccc(C)cc2Br)c1	4.9	8.8%
Cn1c(=O)[nH]c(=O)c2c1nc(N1CCN(c3cccc(Cl)c3)CC1)n2CCCc1ccccc1	2.1	-0.2%
COc1ccc(/C=C/C(=O)O/N=C(\N)c2ccccc2)cc1OC	-4.7	2.0%
CC(C)OC(=O)c1c(NC(=O)c2cnn3c2NC(c2ccccc2)CC3C(F)(F)F)sc2c1CCCC2 (configuration not stated)	/	1.3%
CCn1nnc2cc(C(=O)O)ccc21	/	0.9%
CC(=O)c1cccc(NC(=O)C2CC(=O)N(Cc3ccccc3)C2)c1 (configuration not stated)	39.5	-2.7%
COc1cccc(-c2c(C#N)c(SC)nc3cc(C)nn23)c1	-8.5	1.3%
CCOC(=O)c1ccc(CC2S/C(=C(\C#N)C(C)=O)NC2=O)cc1 (configuration not stated)	-2.9	7.6%
Clc1ccc2c(NNc3ccccc3Cl)ccnc2c1	8.3	0.1%
O=C(Nc1cccc(-c2nc3ccccc3[nH]2)c1)c1ccco1	/	3.1%
CCCC12CN3CC(C)(CN(C1)C31C(=O)Nc3ccc(C)cc31)C2=O (configuration not stated)	33.1	-10.0%
CCN(CC)c1ccc(C(=O)OCC(=O)Nc2ccc3[nH]c(=O)[nH]c3c2)cc1	/	-3.0%
COc1ccc(/C=N/NC(=S)Nc2ccccc2)cc1	-3.3	-3.9%

7 entries drawn at random from the list so far:
SMILES	Mtb RmlCD inh	M. tuberculosis GlmU
COc1cccc(-c2c(C#N)c(SC)nc3cc(C)nn23)c1	-8.5	1.3%
COc1ccc(/C=N/NC(=S)Nc2ccccc2)cc1	-3.3	-3.9%
COc1ccccc1N1CCN(C(=O)c2ccncc2)CC1	/	4.7%
CCCC12CN3CC(C)(CN(C1)C31C(=O)Nc3ccc(C)cc31)C2=O (configuration not stated)	33.1	-10.0%
CCn1nnc2cc(C(=O)O)ccc21	/	0.9%
CC(=O)c1cccc(NC(=O)C2CC(=O)N(Cc3ccccc3)C2)c1 (configuration not stated)	39.5	-2.7%
CC(C)OC(=O)c1c(NC(=O)c2cnn3c2NC(c2ccccc2)CC3C(F)(F)F)sc2c1CCCC2 (configuration not stated)	/	1.3%

New compounds follow:
SMILES	Mtb RmlCD inh	M. tuberculosis GlmU
c1ccc(-n2nnnc2SCCCSc2nc3ccccc3s2)cc1	-6.8	7.4%
Cc1nn(Cc2c(F)c(F)c(F)c(F)c2F)c(C)c1NC(=O)c1c(-c2ccccc2)nn(-c2ccccc2)c1C	3.2	-0.6%
COC(=O)c1cc(=O)nc2sccn12	-13.8	1.6%
CCOC(=O)c1[nH]c2ccc(OC)cc2c1NC(=O)N1CCOCC1	3.3	-3.4%
O=C(Nc1ccc2c(c1)OCCO2)c1cncc(Br)c1	-0.3	-3.1%
CCc1cccc(CC)c1NC(=S)Nc1ccccc1	/	0.0%
Cc1ccc(S(=O)(=O)N2CCN(C(=O)CCC(=O)NCc3ccc(F)cc3)CC2)cc1	-2.8	-3.3%
COc1ccc([N+](=O)[O-])cc1N(CC(=O)Nc1ccccc1C(=O)N1CCCC1)S(C)(=O)=O	/	-2.6%
Cc1ccccc1S(=O)(=O)Cc1ccc(C(=O)N2CCN(c3cccc(C)c3C)CC2)o1	/	-9.1%

Compound activity deposited in PubChem BioAssay by several laboratories.
